Screening data: PubChem BioAssay, several laboratories
FLuc stim CS: affects firefly luciferase, flagging false hits in luciferase stimulation screens; ATPlite luciferase biochemical, luminescence, 10 min; 0 = ATP-free wells, 1 = DMSO control; activation factor at 10 µM; 200,000 tested, under 10 active;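 active = luciferase activation factor, scaled between plate controls, of at least 2 with compound at 10 µM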
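test system = cell-free luciferase reagent | medium = PBS as buffer for the ATP substrate | dosing = test compounds dosed from 2 mM stocks in 100% DMSO | incubation = 10 min at ambient temperature | detection = luminescence measurement of luciferase light output | benchmarks = low control with PBS replacing ATP, high control enzyme plus ATP without compound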
TNAP inh hiacc: TNAP (human) inhibition, high acceptor; 200,000 tested, 0.03% active; purified TNAP, CDP-star luminescence, 1 M DEA; AID 1135; inhibition, % at 20 µM; P05186;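 active = over 50% inhibition of tissue-nonspecific alkaline phosphatase at 20 µM in the single-dose screen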;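 also: plate controls were DMSO wells for no effect and EDTA-quenched wells as full inhibition for full effect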
Target sequence (P05186 whole entry, looked up): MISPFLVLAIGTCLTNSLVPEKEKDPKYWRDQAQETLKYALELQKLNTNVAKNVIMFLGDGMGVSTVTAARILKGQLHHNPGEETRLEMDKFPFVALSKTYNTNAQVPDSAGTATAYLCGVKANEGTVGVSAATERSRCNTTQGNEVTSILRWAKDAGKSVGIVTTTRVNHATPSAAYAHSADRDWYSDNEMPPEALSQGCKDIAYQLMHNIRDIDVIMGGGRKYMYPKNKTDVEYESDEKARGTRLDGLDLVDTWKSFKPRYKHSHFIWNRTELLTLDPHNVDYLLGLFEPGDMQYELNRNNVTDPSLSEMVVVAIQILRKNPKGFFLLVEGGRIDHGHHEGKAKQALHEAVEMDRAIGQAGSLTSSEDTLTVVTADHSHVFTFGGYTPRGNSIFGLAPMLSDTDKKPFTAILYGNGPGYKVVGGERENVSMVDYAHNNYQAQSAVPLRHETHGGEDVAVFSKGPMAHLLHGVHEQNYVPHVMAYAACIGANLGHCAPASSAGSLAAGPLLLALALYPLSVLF
TNAP act hiacc: activators of human TNAP at high phosphate acceptor concentration; P05186; purified TNAP, CDP-star luminescence, 1 M DEA, 30 min; hits give high values; 0 = EDTA background, 1 = DMSO-only activity; activation factor at 20 µM; 200,000 tested, under 10 active; AID 1136;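 active = activation factor at least 2 at 20 µM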
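Dosing: 20 µM single point. System: human TNAP. Amount: TNAP 1/800 final. Incubation: 30 min, room temperature. Read-out: TNAP activation factor scaled between EDTA and DMSO control wells. Signal: luminescence from CDP-star hydrolysis. Medium: 1 M DEA, pH 9.8, Mg2+, Zn2+. Control set: EDTA negative control, DMSO positive control.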
TNAP inh noacc: blocks human TNAP activity with no phosphate acceptor present; purified TNAP, CDP-star luminescence, 30 min; inhibition, % at 20 µM; 200,000 tested, 0.26% active; P05186;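 active = tissue-nonspecific alkaline phosphatase inhibition above about 50% at 20 µM in the single-dose screen, limit read from the data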;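 also: 0% = DMSO negative control and 100% = EDTA positive control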
G6PDH counter: counter-screen for G6PDH assay hits: L. mesenteroides G6PDH inhibition. AID 1020. inhibition, % at 5 µM. 200,000 tested, 0.12% active. Purified L. mesenteroides G6PDH, diaphorase/resazurin coupled fluorescence, 45 min; in the data active = inhibition above about 50%
PMI act hi M6P: PMI (human) activation, high substrate. P34949. coupled PMI enzyme assay, resazurin fluorescence, 20 min; hits give high values; 1 = untreated enzyme, 0 = substrate-free blank. activation factor at 20 µM. 190,000 tested, 0.34% active. AID 1216;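 active = activation factor of 2 or more at 20 µM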
Target sequence (P34949 whole entry, looked up): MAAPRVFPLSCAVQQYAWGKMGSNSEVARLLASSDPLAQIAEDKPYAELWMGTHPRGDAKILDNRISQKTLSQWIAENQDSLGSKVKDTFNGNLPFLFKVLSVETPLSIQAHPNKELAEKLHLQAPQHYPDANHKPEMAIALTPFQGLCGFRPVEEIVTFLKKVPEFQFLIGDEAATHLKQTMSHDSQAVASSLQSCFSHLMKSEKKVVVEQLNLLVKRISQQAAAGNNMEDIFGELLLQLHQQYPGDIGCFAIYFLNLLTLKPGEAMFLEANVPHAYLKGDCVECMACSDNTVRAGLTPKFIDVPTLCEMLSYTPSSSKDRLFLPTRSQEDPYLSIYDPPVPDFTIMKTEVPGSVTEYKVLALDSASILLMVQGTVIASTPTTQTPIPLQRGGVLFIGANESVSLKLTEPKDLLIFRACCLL
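Material: human phosphomannose isomerase with PGI, G6PDH, diaphorase coupling enzymes. Quantity: 15 ng/mL PMI. Medium: HEPES pH 7.4 buffer with MgCl2 and Tween-20. Reagent: Near-saturating mannose-6-phosphate, 1.0 mM. Compound: 20 µM single dose. Times: enzyme reaction with compound 20 min at room temperature. Detection: resorufin fluorescence at Ex 544/Em 590 nm.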
Efa HMGR inh: E. faecalis class II HMG-CoA reductase inhibition; purified E. faecalis HMGR, NADPH absorbance 340 nm kinetic; inhibition, % at 10 µM; 190,000 tested, 0.41% active;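 active = inhibition above a set limit, the median over all tested compounds plus 3 SD, cut at about 9.5% in these data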;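 also: enzyme runs in reverse so mevalonate oxidation gives rising NADPH absorbance; 0% = complete reaction with DMSO and 100% = background rate lacking mevalonate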
PMI act: phosphomannose isomerase (human) activation; activation factor at 20 µM; AID 1214; 190,000 tested, 0.005% active; purified human PMI, coupled resazurin fluorescence, 20 min; hits give high values; 1 = vehicle control, 0 substrate-free wells;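 active = activation factor of 2 or more at 20 µM, relative to plate controls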
Diaph inh CS: inhibits diaphorase or chemically oxidizes, flagging diaphorase assay artifacts; AID 1217; diaphorase resazurin-to-resorufin fluorescence, NADH, 16 min; bacterial (C. kluyveri) enzyme, not human; inhibition, % at 20 µM; 190,000 tested, 0.69% active;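 active = primary screen inhibition at 20 µM above a set limit, cut at about 50% in these data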;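 also: plate controls were DMSO with full reaction for no effect and wells lacking NADH for full effect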
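Benchmarks: positive control wells lacking NADH, neutral wells with DMSO only. System: bacterial diaphorase enzyme (C. kluyveri). Input: 0.14 U/mL diaphorase, enzyme working solution. Detection: resorufin fluorescence, excitation 544 nm, emission 590 nm. Times: 16-min room-temperature incubation before reading.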
Diaph act CS: activates diaphorase or chemically reduces, flagging diaphorase assay artifacts | Diaphorase/resazurin coupled assay, resorufin fluorescence, 16 min; hits give high values; 1 = vehicle wells, 0 = NADH-free wells | activation factor at 20 µM | 190,000 tested, 0.005% active | AID 1229;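 active = diaphorase activity raised at least twofold by the compound at 20 µM; inactive = activation factor below 2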
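Material: Purified diaphorase enzyme from Clostridium kluyveri | Buffer or medium: 50 mM HEPES pH 7.4 with 4.542 mM MgCl2, 0.005% Tween 20 | Times: 16 min enzyme reaction, ambient temperature | Signal: Red resorufin fluorescence at 544/590 nm excitation/emission | Measure: Increased resorufin signal from activators or reducing compounds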
Active calls of the source: *.

smiles,FLuc stim CS,TNAP inh hiacc,TNAP act hiacc,TNAP inh noacc,G6PDH counter,PMI act hi M6P,Efa HMGR inh,PMI act,Diaph inh CS,Diaph act CS
COn1c(SC(C)C)nc2ccccc2c1=O,1,3,1,-4,-2,0.9,-1,0.9,6,0.9
COCC(C)NC(=O)C(C)Oc1ccccc1 (stereo unspecified),1,6,0.9,-3,8,1,-4,1.2,-8,1.1
O=C(Nc1ccc(NC(=O)c2ccco2)nc1)c1ccccn1,0.4,-3,1,-6,4,0.9,-3,1,-2,1
CCOC(=O)C1CCN(c2ncnc3c2c(-c2ccccc2)cn3-c2ccccc2)CC1,1,-4,1,1,2,0.9,0,0.9,23,0.8
CC(C)NC(=S)NN=C1CCCCCCCCCCC1,1.1,-10,1.1,-16,0,0.9,-1,0.9,18,0.8
CCOC(=O)c1cc(NC(=O)OC)c(C)nc1C,1.1,-8,1.1,-9,-6,1,-5,1,0,1
CC(=O)N1C(O)CC(C)N1c1ccccc1 (stereo unspecified),1,-6,1.1,-4,14,1.1,-1,1,-8,1.1
O=C1OC(c2ccccc2)c2ccc3ccccc3c21 (stereo unspecified),1,-2,1,-7,5,0.8,-6,0.9,18,0.8
CC(c1nccs1)N(C)C(=O)CCc1nnc(Cc2c[nH]c3ccccc23)o1 (stereo unspecified),1,-4,1,-4,3,1,-3,1,-6,1.1
O=C(Nc1ccc2c(c1)OCO2)c1cnn2cccnc12,0.7,-4,1,-7,-2,0.8,-4,0.9,20,0.8
CCNC(=O)c1ccccc1NC(=O)c1cccc(S(=O)(=O)N2CCOCC2)c1,1.1,-1,1,-1,10,0.8,3,0.9,22,0.8
CSCC(NS(=O)(=O)c1ccc(C)cc1)C(=O)O (stereo unspecified),1.1,-6,1.1,-8,7,1.1,-3,1.3,-11,1.1

Some values from above:
COn1c(SC(C)C)nc2ccccc2c1=O @ TNAP inh hiacc: 3
CCOC(=O)C1CCN(c2ncnc3c2c(-c2ccccc2)cn3-c2ccccc2)CC1 @ Efa HMGR inh: 0
CC(c1nccs1)N(C)C(=O)CCc1nnc(Cc2c[nH]c3ccccc23)o1 (stereo unspecified) @ G6PDH counter: 3
CC(=O)N1C(O)CC(C)N1c1ccccc1 (stereo unspecified) @ G6PDH counter: 14

(cont.)
smiles,FLuc stim CS,TNAP inh hiacc,TNAP act hiacc,TNAP inh noacc,G6PDH counter,PMI act hi M6P,Efa HMGR inh,PMI act,Diaph inh CS,Diaph act CS
CC(C)CN1C(=O)NC(NC(=O)c2ccco2)(C(F)(F)F)C1=O (stereo unspecified),1,-5,1,-3,11,1.1,-1,1,-9,1.1
CCN(CC)CC(=O)Nc1ccc(-c2ccc(NC(=O)CN(CC)CC)c(OC)c2)cc1OC,1.1,-8,1.1,-8,8,1.1,-3,1.1,-13,1.1
O=C(N/N=C/c1cccc([N+](=O)[O-])c1)c1ccccc1-n1cccc1,1,2,1,-5,4,1,0,1,3,1
CC12CCC(C(=O)NCCCn3ccnc3)(OC1=O)C2(C)C (stereo unspecified),1,-5,1.1,-13,-16,0.9,-6,0.9,9,0.9
Cc1ccc(-n2nnc3c(SCC(=O)NCc4ccco4)ncnc32)cc1,0.7,1,1,-6,0,0.7,-2,0.9,57*,0.4
O=C1CC(C(=O)Nc2ccc(F)cc2)S/C(=N\N=C\c2ccco2)N1 (stereo unspecified),1,-2,1,-27,-6,1,-12,1,-9,1.1
CC(=O)c1cnn(-c2nc3c(C)cccc3s2)c1C,1.1,5,1,2,13,1.1,2,1.1,9,0.9
O=C(O)CC1S/C(=N\N=C2CCCCCCC2)N(c2ccccc2)C1=O (stereo unspecified),1.1,-6,1.1,-6,-1,1,1,1,21,0.8
O=C(NOC(=O)c1ccccc1Cl)c1cccs1,1,0,1,-6,2,1,-2,1,12,0.9
CCOC(=O)c1csc(NC(C)=O)n1,1,-4,1,-12,6,0.9,-3,1,7,0.9
CN=c1scc(-c2c[nH]c3ccccc23)n1C,1,-6,1.1,-11,-1,1.1,0,0.9,5,0.9
COc1ccc(S(=O)(=O)N2CCCC(C(=O)NC3CCCCC3)C2)cc1 (stereo unspecified),1,1,1,-9,3,0.9,-7,1.1,14,0.9

Next part
smiles,FLuc stim CS,TNAP inh hiacc,TNAP act hiacc,TNAP inh noacc,G6PDH counter,PMI act hi M6P,Efa HMGR inh,PMI act,Diaph inh CS,Diaph act CS
Cc1ccc(-n2c(C)cc(C=C3C(=O)CC(C)(C)CC3=O)c2C)cc1,1,1,1,-2,5,1,-6,1.1,14,0.9
CN(C)/C=N/c1ncc(C(=O)c2ccc3ccccc3c2)s1,0.9,-1,1,-6,6,0.9,-4,0.9,17,0.8
COc1cccc(N/C(SC)=C(/C#N)C(=O)NCc2cccs2)c1,1,-1,1,-10,4,0.9,-6,0.8,21,0.8
CS(=O)(=O)N1CCC(Oc2ccccc2C(=O)NC2CCCCCC2)CC1,1.1,-4,1,-5,10,1,-11,1,14,0.9
CC(C)c1ccc(C(=O)NCCCc2ccccc2)cc1,0.9,-4,1,-20,-6,1,-3,1,11,0.9
CCCCNC(=S)N(C)/N=C/c1ccc(OCC(=O)Nc2ccc(OC)cc2)c(OC)c1,1,0,1,12,-35,0.9,-2,0.9,21,0.8
CCOC(=O)c1[nH]c(C)c(C(=O)O)c1C,1.1,-6,1.1,10,1,1.1,1,1.2,4,1
CC(=O)c1cc(C)ccc1OC(=O)c1cccc2nc(C)oc12,1,0,1,-8,-9,0.9,-2,1,9,0.9
Cc1cccc(COCC(Cc2ccccc2)N2CCN(C(=O)c3cccc(Cl)c3)CCC2=O)c1 (stereo unspecified),1,-4,1,-4,6,1.1,-5,1,15,0.9
COc1ccc(Cl)cc1C(=O)NNC(=O)C1COc2ccccc2O1 (stereo unspecified),1.1,-5,1.1,-55,5,1,0,1,8,0.9
COc1ccc(NC(=O)Nc2ccc(Cc3ccncc3)cc2)c(OC)c1,1,3,1,-18,9,1,3,0.8,6,0.9
N#Cc1nc(-c2ccc(Cl)cc2)oc1NCc1ccco1,1.1,-5,1.1,-9,4,1,-3,0.9,9,0.9

Shown as a hit in Diaph inh CS, of those listed so far:
Structure,FLuc stim CS,TNAP inh hiacc,TNAP act hiacc,TNAP inh noacc,PMI act hi M6P,Efa HMGR inh,PMI act,Diaph inh CS,Diaph act CS
Cc1ccc(-n2nnc3c(SCC(=O)NCc4ccco4)ncnc32)cc1,0.7,1,1,-6,0.7,-2,0.9,57*,0.4

Remaining list, next part.
Under each structure: FLuc stim CS	TNAP inh hiacc	TNAP act hiacc	TNAP inh noacc	G6PDH counter	PMI act hi M6P	Efa HMGR inh	PMI act	Diaph inh CS	Diaph act CS
> Clc1ccc(-c2csc(N3CCc4ccccc4C3)n2)cc1
→ 1.1	-6	1.1	6	8	1	0	1.1	7	0.9
> CCC(=O)N1N=C(c2ccccc2)CC1c1ccc([N+](=O)[O-])cc1 (stereo unspecified)
→ 1	0	1	-5	17	0.9	2	0.9	15	0.8
> O=C(CCc1n[nH]c(=O)[nH]c1=O)Nc1cccc([N+](=O)[O-])c1
→ 1.1	-4	1	1	-3	1	-4	1.2	8	0.9
> CCOC(=O)C1(CCOC)CCN(C(C)CCc2ccc(OC)cc2)CC1 (stereo unspecified)
→ 1.1	-7	1.1	-7	5	1	-1	1	13	0.9
> COC(=O)[C@H](Cc1ccccc1)NC(=O)NCCc1ccc(S(N)(=O)=O)cc1
→ 1.1	-6	1.1	-9	4	0.9	1	1	17	0.8
> C/C(=N\NC(=S)Nc1ccc(F)cc1)c1ccc2c(c1)OCCO2
→ 1	-4	1	0	6	1.1	-7	1.1	16	0.8
> Cc1ccc(NC(=S)/N=C(\N)Nc2nc(C)c3cc(C)ccc3n2)c(C)c1
→ 1	-2	1	-49	-23	1	0	1	13	0.9
> CCOC(=O)CSc1nnc(Cc2ccc(OC)cc2)n1-c1ccccc1
→ 1	-10	1.1	5	9	1.1	-1	1	-12	1.1
> CCCc1c(CC)c(=N)c2ccccc2n1C
→ 0.9	2	1	2	-2	1	-7	0.9	-5	1.1
> CCN(C(=O)CSc1ncn[nH]1)C1CCCCC1
→ 1	1	1	4	3	1	-4	1	10	0.9
> CCOC(=O)c1cnc(SC)nc1Oc1cccc(NC(=O)c2ccc(C)cc2)c1
→ 1	-4	1	-10	-5	0.9	0	0.9	0	1
> CCc1ccccc1N1C(=O)C2CC(C)=C(C)CC2C1=O (stereo unspecified)
→ 1.2	-4	1	-6	6	1.1	-4	1	7	0.9
> CC(=O)NC(=S)Nc1ccc(NC(=O)COc2ccc(Cl)cc2Cl)cc1
→ 1	-3	1	4	8	1.1	-3	1.1	-12	1.1
> CCCCOC(=O)c1ccc(NC(=O)C(=O)NCc2ccco2)cc1
→ 1.1	-5	1.1	-15	11	1.1	-3	1.1	-2	1
> FC(F)(F)c1cnc(-n2cc[nH]c2=S)c(Cl)c1
→ 1	-7	1.1	-9	4	1	2	1	12	0.9
> O=C(N/N=C/c1cccc([N+](=O)[O-])c1O)c1cccs1
→ 0.3	17	0.8	-10	-31	0.8	1	0.7	48	0.5
> CN(CC(=O)O/N=C(\N)c1cccc([N+](=O)[O-])c1)S(=O)(=O)c1ccccc1
→ 1	-6	1.1	-7	12	0.8	0	0.8	15	0.8
> COc1cccc(CN(C)CC(=O)Nc2cccc(S(N)(=O)=O)c2)c1OC
→ 1	5	0.9	-9	-1	1	0	0.9	3	1
> Cc1cc(NC(=O)/C=C/c2ccccc2Cl)no1
→ 1	2	1	0	6	1.1	-4	1.1	2	1
> COc1ccccc1NC(=O)COC(=O)c1ccccc1C(=O)N1CCN(c2ccccc2)CC1
→ 1	-3	1	1	2	1	-3	1.2	-9	1.1
